# High-throughput results (PubChem)
# Fh CTSL1 inh: counter-screen for PFM18AAP inhibitors: inhibitors of F. hepatica cathepsin L1. recombinant F. hepatica cathepsin L1, Z-Leu-Arg-MCA fluorescence. inhibition, % at 5.96 µM. actives 0.49% (n = 300,000). AID 1906;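 active = inhibition above the mean of all tested compounds plus 3 SD, set per screening campaign, cut at about 17% in these data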;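 note: 0% = plate median of test compound wells and 100% = 1 µM Z-Phe-Ala-diazomethylketone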
# PP1 counter: blocks human PP1-alpha phosphatase, a PP5 counter-screen. P62136. actives 0.9% (n = 320,000). purified PP1alpha, OMFP fluorescence. inhibition, % at 6.7 µM;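 active = inhibition above the mean inhibition of all tested compounds plus 3 SD, computed separately for each screening campaign, cut at about 15% in these data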
# PP5 primary: inhibitors of human protein phosphatase 5 (PP5); P53041; actives 0.18% (n = 320,000); purified PP5c, OMFP substrate fluorescence; inhibition, % at 6.7 µM;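 active = inhibition above the campaign's mean inhibition across all tested compounds plus 3 SD, cut at about 9.5% in these data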;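 note: 0% = DMSO only and 100% = 100 µM cantharidin control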
# Target sequence (P53041 whole entry, looked up): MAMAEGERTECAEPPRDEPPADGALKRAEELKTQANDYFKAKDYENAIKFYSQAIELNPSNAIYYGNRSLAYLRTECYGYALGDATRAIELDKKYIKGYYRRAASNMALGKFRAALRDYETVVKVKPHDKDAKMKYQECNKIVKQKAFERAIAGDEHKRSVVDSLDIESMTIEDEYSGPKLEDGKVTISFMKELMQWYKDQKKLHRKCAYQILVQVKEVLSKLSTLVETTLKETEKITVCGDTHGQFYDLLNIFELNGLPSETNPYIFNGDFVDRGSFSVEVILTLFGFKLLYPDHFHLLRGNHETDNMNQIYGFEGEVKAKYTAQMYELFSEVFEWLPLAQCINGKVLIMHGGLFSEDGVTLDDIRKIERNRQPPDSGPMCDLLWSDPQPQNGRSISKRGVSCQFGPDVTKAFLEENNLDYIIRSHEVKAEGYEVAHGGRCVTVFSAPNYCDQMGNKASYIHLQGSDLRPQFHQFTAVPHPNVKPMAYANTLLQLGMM
# core dimer inh: blocks dimerization of HCV core protein | actives 0.33% (n = 300,000) | AID 1899 | TR-FRET GST/Flag-core106 dimerization, 1536-well | inhibition, % at 5 µM;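 active = inhibition above the mean of all tested compounds plus 3 SD, set per screening campaign, cut at about 45% in these data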
#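 Material: GST/Flag-tagged HCV core106 proteins. Incubation: 4 h, 22.5 °C incubation. Read-out basis: inhibition (%) from 671 over 617 nm ratio. Measured by: TR-FRET, excitation 340 nm, emission 617 and 671 nm.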
# proCasp7 act: counter-screen for procaspase-3 activators: activators of human procaspase-7. P55210. recombinant procaspase-7, Ac-DEVD-pNA absorbance 405 nm; D23A/D198A/D206A triple mutant, cannot self-cleave; scale: DMSO 0, 5 µM enzyme 100. activation, % at 8.5 µM. actives 0.093% (n = 330,000). AID 463210;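 active = percent activation above the screen-wide mean plus 3 SD, cut at about 25% in these data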
# Target sequence (P55210 whole entry D23A/D198A/D206A): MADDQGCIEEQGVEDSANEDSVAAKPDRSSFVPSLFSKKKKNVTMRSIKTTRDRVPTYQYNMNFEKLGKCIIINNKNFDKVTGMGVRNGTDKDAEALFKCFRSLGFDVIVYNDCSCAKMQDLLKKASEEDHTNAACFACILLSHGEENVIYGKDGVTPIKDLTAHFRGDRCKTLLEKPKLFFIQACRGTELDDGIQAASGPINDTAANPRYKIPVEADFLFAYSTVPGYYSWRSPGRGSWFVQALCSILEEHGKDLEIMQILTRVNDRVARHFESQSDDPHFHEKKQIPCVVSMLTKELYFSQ
#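 Assay system: Uncleavable procaspase-7 mutant enzyme | Input: 2 µM procaspase-7 mutant as dispensed | Timing: 1 h compound preincubation, 2 h substrate cleavage, 25 °C | Repeats: One well per compound | Control set: DMSO wells as 0%, DMSO with 5 µM added PC-7 as 100% | Technique: Epi-absorbance of released pNA at 405 nm, two timepoints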
# Efflux pump inh: antifungal efflux pump inhibition, Nile Red retention. S. cerevisiae Candida pump triplex. actives 0.44% (n = 330,000). inhibition, % at 10 µM;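 active = plate passing quality check with inhibition over a set limit, or well fluorescence over plate mean plus 4 SD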;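 note: Nile Red retained in pooled yeast measured as flow cytometry median fluorescence; 0% = buffer negative control and 100% = Enniatin B positive control; higher means more Nile Red kept so more efflux inhibition; some compounds called inactive have numbers as strong as hits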
# TPT1 inhibitor: C. albicans TPT1 enzyme inhibition; actives 0.81% (n = 300,000); AID 1962; recombinant caTPT1, FP RNA substrate dephosphorylation; inhibition, % at 5 µM;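 active = inhibition above the mean of all tested compounds plus 3 SD, set per screening campaign, cut at about 24% in these data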;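 note: plate controls were DMSO alone for no effect and ferristatin control at 100 nM for full effect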
# proCasp3 act: procaspase-3 (human) activation | recombinant procaspase-3 D3A, Ac-DEVD-pNA absorbance 405 nm | P42574 | activation, % at 8.5 µM | actives 0.11% (n = 330,000) | AID 463141;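 active = activation above the mean of all tested compounds plus 3 SD, cut at about 21% in these data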;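 note: 0% = DMSO alone and 100% = DMSO wells spiked with extra 5 µM PC-3 D3A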
# Target sequence (P42574 whole entry D9A/D28A/D175A): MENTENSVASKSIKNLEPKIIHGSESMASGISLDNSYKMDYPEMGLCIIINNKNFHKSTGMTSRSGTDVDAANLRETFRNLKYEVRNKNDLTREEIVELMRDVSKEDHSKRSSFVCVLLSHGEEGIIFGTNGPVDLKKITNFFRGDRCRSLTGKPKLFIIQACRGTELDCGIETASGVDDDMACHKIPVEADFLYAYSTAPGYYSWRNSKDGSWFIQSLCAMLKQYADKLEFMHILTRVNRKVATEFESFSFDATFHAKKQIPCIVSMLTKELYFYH
#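 Test system: Procaspase-3 D3A mutant, all three cleavage aspartates alanine | Dosing: Single dose, 8.5 µM nominal compound, 0.8% DMSO | Schedule: 1 h preincubation, 2 h reaction | Technique: 405 nm absorbance of p-nitroaniline, reads at 0 and 120 min | Repeats: One well per compound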
# GASC-1 inh: human JMJD2C demethylase inhibition; Q9H3R0; GST-JMJD2C(1-420) H3K9me3 demethylation, DELFIA europium; inhibition, % at 2.35 µM; actives 0.069% (n = 330,000); AID 2099;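 active = more than half of a compound's replicate wells show inhibition beyond 50%, single wells judged on their own value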;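 note: signal counts dimethyl H3K9 product captured on neutravidin plate; 0% = median of DMSO wells and 100% = 0.3 times that DMSO median; strong numbers were not always called active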
# Numbers without * were called inactive; / = not tested or not shown.
SMILES,Fh CTSL1 inh,PP1 counter,PP5 primary,core dimer inh,proCasp7 act,Efflux pump inh,TPT1 inhibitor,proCasp3 act,GASC-1 inh
NNc1nc(-c2ccccc2Cl)nc2ccccc12,3,0,1.4,-4,-29,0.2,31*,-20,3
Cc1ccc(-c2nc(N)s[n+]2-c2ccccc2)cc1,1,-4,-1.3,-3,-15,0.2,-2,-7,6
CCO[C@H]1OC(C(=O)O)=C[C@@H](c2ccc(C(F)(F)F)cc2)[C@@H]1CCCO,2,-2,0.5,0,13,-0.1,-1,16,0
Cc1ccccc1NP(=O)(c1ccccc1)c1nc2ccccc2s1 (configuration not stated),1,-2,-2.3,5,0,-0.1,2,1,4
COc1cc(C(=O)NC(=S)Nc2cccc3nc(C)ccc23)cc(OC)c1OC,-5,-5,0.8,1,-10,0.1,5,-1,0
COc1ccc2c(c1)C1NC(=S)NC(C)(O2)C1C(=O)Nc1ccccc1C (configuration not stated),5,-3,-1.6,-8,-1,-0.4,-7,-1,-5
CCOc1cccc2cc(C(=O)NCc3cccnc3)c(=O)oc12,1,0,0.4,-1,6,0.0,2,5,9
CSc1nc2[nH]c3c(c2c2ncnn12)CCCC3,-1,-1,3.1,-6,13,-0.1,-3,8,-7
CCCCN(CC)C(=S)Nc1ccc2nc3n(c(=O)c2c1)CCCCC3,-3,-1,2.1,-2,-10,0.0,2,2,7
COc1ccccc1C(=O)Nc1ccncc1,-1,0,-2.0,2,9,-0.1,1,3,-38
Cc1c(C(=O)N2CCN(S(=O)(=O)c3ccc(F)cc3)CC2)oc2ccccc12,-4,-3,3.9,-2,-2,0.0,-4,-3,2
CCSC1=N/C(=C\c2cccc(F)c2)C(=O)S1,4,0,-1.9,6,-10,-0.7,2,-7,5
Cc1oc(-c2ccccc2Cl)nc1CSCC(=O)NC1CC1,-2,-1,2.6,2,9,0.0,-1,9,20
CCC[N+]1(CC#CC(O)(c2ccccc2)C2CCCCC2)CCCCC1 (configuration not stated),2,-9,2.2,-1,6,0.1,0,-12,-7
CC(=O)NC1(C(F)(F)F)C(=O)Nc2c1c(=O)[nH]c(=O)n2CC(C)C (configuration not stated),0,-4,0.6,-2,8,-0.1,3,8,5
COc1cc2[nH]c(=O)n(C3CCCCC3)c(=O)c2cc1OC,3,-2,-0.4,1,-2,-0.1,-1,3,3
CCOC(=O)C1(CCOc2ccccc2)CCN(Cc2cccc(OC)c2OC)CC1,-4,-12,5.0,-18,-7,0.1,-1,-1,-1
COCCNC(=O)c1c(N)n(/N=C/c2cccs2)c2nc3ccccc3nc12,1,3,-1.1,3,-13,0.1,-1,-16,-8
COCC(=O)OCC(=O)Nc1ccc(Cl)cc1[N+](=O)[O-],2,3,-2.8,-1,0,-0.1,-3,4,-1
CC(=O)CN1C(=O)NC(c2ccccc2)(c2ccccc2)C1=O,2,1,2.1,2,3,0.2,1,3,-23
CN(Cc1ccccc1F)c1nc(-c2cccnc2)nc2ccccc12,7,3,1.6,9,-5,0.1,0,5,1
Cc1ccc(NS(=O)(=O)c2cccc(C(=O)NNC(=O)c3ccco3)c2)c(C)c1,4,2,2.2,-1,-13,0.1,-4,8,21
O=C(Cn1c(-c2cscn2)nc2ccccc21)Nc1ccccc1F,-5,-1,3.6,3,-6,-0.1,0,2,-4
CC(=O)c1ccc(C(=O)N(C)C2CCCN(Cc3ccccc3F)C2)s1 (configuration not stated),7,-2,0.3,8,3,0.5,0,5,2

# In the list so far, three have an NH in an aromatic ring.
SMILES,Fh CTSL1 inh,PP1 counter,PP5 primary,core dimer inh,proCasp7 act,Efflux pump inh,TPT1 inhibitor,proCasp3 act,GASC-1 inh
CSc1nc2[nH]c3c(c2c2ncnn12)CCCC3,-1,-1,3.1,-6,13,-0.1,-3,8,-7
CC(=O)NC1(C(F)(F)F)C(=O)Nc2c1c(=O)[nH]c(=O)n2CC(C)C (configuration not stated),0,-4,0.6,-2,8,-0.1,3,8,5
COc1cc2[nH]c(=O)n(C3CCCCC3)c(=O)c2cc1OC,3,-2,-0.4,1,-2,-0.1,-1,3,3

# (cont.)
SMILES,Fh CTSL1 inh,PP1 counter,PP5 primary,core dimer inh,proCasp7 act,Efflux pump inh,TPT1 inhibitor,proCasp3 act,GASC-1 inh
CC(C(=O)Nc1cc(C(F)(F)F)ccc1N1CCOCC1)N1C(=O)C2CC=CCC2C1=O (configuration not stated),4,3,4.6,-3,9,-0.1,-6,-10,4
CS(=O)(=O)N1CCC(C(=O)Nc2cccc(Br)c2)CC1,-2,-2,-2.1,6,5,0.0,0,7,-47
COCCn1c(=NC(=O)CSCC(=O)N2CCOCC2)sc2cc(C)ccc21,-3,-1,2.2,-1,4,0.0,0,1,11
Cc1cc(C)cc(N(CC(=O)NC2CCCCC2)C(=O)c2ccc(C)s2)c1,3,-1,3.8,8,-6,0.0,-4,5,8
CCOc1ccc(CCNC(=O)c2ccc(Cl)c(S(=O)(=O)N3CCOCC3)c2)cc1OCC,0,-6,1.4,7,11,0.1,-3,-5,3
CC(Nc1ccc(Br)cc1)C(=O)N/N=C/c1ccccc1OCc1ccccc1 (configuration not stated),-2,4,5.0,11,14,0.1,3,-7,-8
COC(=O)c1cc(COC(=O)COc2ccc(C)c(C)c2)oc1C,-5,3,3.5,-10,2,0.1,0,3,-19
CCOc1ncccc1C(=O)Nc1ccc(-c2cn3ccsc3n2)cc1,-1,-4,0.1,18,4,-0.1,-5,-3,-5
CC1CCN(c2nc3c(N)ncnc3n2[C@@H]2O[C@H](CO)[C@@H](O)[C@H]2O)CC1,-1,-1,0.1,7,1,0.0,-3,4,-6
O=C(C(=O)N1CCN(c2ccc(F)cc2)CC1)c1cn(CC(=O)N2CCOCC2)c2ccccc12,2,-3,0.7,7,-2,0.0,2,11,-3
CCOC(=O)NC(=O)/C(C#N)=N\Nc1cccc(OC)c1,6,-1,2.2,-1,-12,0.2,0,0,-11
Cc1c(C(=O)Nc2c3c(nn2C(C)(C)C)CS(=O)(=O)C3)cccc1[N+](=O)[O-],-1,-1,2.7,3,2,0.2,-2,6,1
CC(C)(C)c1ccc(N2C(=N)SCC2=O)cc1,0,-2,-1.3,1,20,-0.1,-1,1,8
CCCc1cc(=O)[nH]c(SCC(=O)Nc2nonc2N)n1,-6,-6,1.4,1,-5,-0.1,-2,0,-8
CCN(CC)CCCNc1ccc(-c2nnc(-c3ccc(OCC(C)C)cc3)o2)cn1,0,2,2.6,-9,1,0.5,-1,-1,-2
O=C(NCCCn1ccnc1)/C(=C/c1ccco1)NC(=O)c1ccco1,-2,-1,0.2,-3,8,-0.1,-2,-7,-1
Cc1ccc(S(=O)(=O)N(C)C)cc1NC(=O)COC(=O)C1CCCC1,-7,-3,-0.1,-5,9,-0.1,-3,3,8
O=C(O)c1cccc(NC(=O)c2cccc(NC(=O)C3CCCO3)c2)c1 (configuration not stated),0,-4,1.5,1,12,0.0,3,8,4
O=C(NC1c2ccccc2-c2ccccc21)N1CCOCC1,1,-3,-0.2,0,3,0.0,-3,5,-5
O=C(CSc1nc2ccc(Cl)cc2[nH]1)Nc1ccc2[nH]c(=O)[nH]c2c1,-1,-4,-0.9,5,-10,0.0,-2,5,5
COc1ccc2c(c1)C1=NN(/C(C)=C/C(C)=O)C(c3cccc(F)c3)C1CC2 (configuration not stated),-2,-1,3.5,16,-42,0.1,15,-18,-6
COC(=O)/C(=C/c1ccccc1)NC(=O)c1ccco1,-2,0,1.8,-5,-4,0.2,0,2,-2
O=C(O)c1cc2cc(OCc3ccccc3)ccc2[nH]1,1,-3,-2.5,10,-3,0.0,-2,1,-27
c1ccc(CNCCN2CCNCC2)nc1,-1,-6,3.5,-3,5,-0.1,-1,8,22
Cc1cc(C)n(CCCNC(=O)C2CC(=O)N(Cc3ccccc3)C2)n1 (configuration not stated),0,-2,1.1,-1,7,0.0,-4,17,2
Cc1ccc2nc(Nc3ccc(Cl)cc3)c3nncn3c2c1,2,4,1.7,-11,2,-0.1,0,0,-4
CN(c1ccccc1)S(=O)(=O)c1cccc(NC(=O)C2=NN(c3ccccc3)C(=O)CC2)c1,/,/,/,/,5,0.5,/,9,7
O=C(c1ccccc1)N1CCN(C(=O)c2ccncc2)CC1,-1,-4,2.1,0,11,0.1,-4,0,7
O=c1oc(CCCO)cc2ccccc12,/,/,/,/,-2,-0.2,/,7,7
Cc1c(Nc2cc(=O)oc3ccccc23)c(=O)n(-c2ccccc2)n1C,-1,-6,-3.2,-3,2,0.0,-3,0,-28
COc1cc(OC)cc(C(=O)N[C@H](C(=O)N2CCc3ccccc32)C(C)C)c1,-2,2,4.3,-11,1,-0.5,-3,7,0
O=C(CCC(=O)c1ccccc1)Nc1cccnc1,2,-3,0.8,-6,-1,0.2,1,7,4
O=C(OCC(=O)N1CCN(c2ccccc2)CC1)c1cc(Br)ccc1Cl,/,-1,3.9,/,5,0.6,/,5,2
CCN(CC)CCN(C(=O)c1ccc2c(c1)CCCC2)c1nc2ccc(OC)cc2s1,-2,8,1.3,-12,-7,-0.2,0,5,-8
CC(C)c1ccc(OCC(=O)NN2C(=O)c3ccccc3C2=O)c(Br)c1,-5,-1,1.9,9,-3,0.2,1,-1,6
CC(=O)N/N=C/c1cc2c(cc1[N+](=O)[O-])OCO2,-1,0,-2.3,-6,5,0.0,0,7,5
CC(NC(=O)CSc1n[nH]c(=O)[nH]c1=O)C1CC2CCC1C2 (configuration not stated),-1,1,-1.7,-6,-6,-0.1,2,2,0
Cn1cnnc1SCC(=O)c1ccc2c(c1)OCCO2,-5,-2,3.5,-3,0,-0.4,2,-3,-5
CCOC(=O)c1ccc(NC(=O)CSc2nc3sc(C(=O)O)c(C)c3c(=O)[nH]2)cc1,-1,-1,1.0,1,6,-0.1,-5,1,17
CCN(CC)C(=O)COc1cccc2ccccc12,-1,-2,-0.1,1,0,0.2,0,-10,11
COc1cc(-c2noc(-c3cccc(Cl)c3)n2)cc(OC)c1OC,2,-5,6.0,1,0,0.0,0,-4,17
CC(NC(=O)C1CCCO1)c1ccccc1 (configuration not stated),-4,-7,0.3,-2,0,0.0,2,2,5
O=C(O)C1CCCCC1C(=O)Nc1ccc(Cl)cc1 (configuration not stated),-3,-2,1.7,3,12,0.0,-1,1,1
Nc1nnnn1/N=C/c1ccccc1OCc1ccc(Cl)cc1Cl,11,10,3.4,8,7,-2.6,-4,-3,-6
CCn1c(=O)cc(OCC(=O)NCc2ccco2)c2ccccc21,-4,-2,0.7,4,-5,-0.1,-2,1,-5
COc1cc(S(=O)(=O)Nc2cccc(C(=O)O)c2)c(OC)cc1Cl,0,1,-2.2,-1,7,-0.5,0,-10,5
Cn1c(=O)c2c(nc(CN3CCN(Cc4ccccc4)CC3)n2Cc2ccc(Cl)cc2)n(C)c1=O,-1,5,2.9,-3,9,0.1,0,-4,0
